OXTR agonist – human OXTR agonists, primary screen, fluorescence, CHO-OTR cells, Fluo-8 calcium | 320,000 tested, 0.32% active | Fluo-8 calcium fluorescence; normalized: DMSO 0%, oxytocin 100% | activation, % at 3 µM | Oxytocin receptor (Homo sapiens), P30559;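 active = activation above the mean of all tested compounds plus 3 SD, cutoff set per screening run, cut at about 20% in these data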;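 also: peak over basal fluorescence ratio from a 100 s FLIPR kinetic read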
Target sequence (P30559 whole entry, looked up): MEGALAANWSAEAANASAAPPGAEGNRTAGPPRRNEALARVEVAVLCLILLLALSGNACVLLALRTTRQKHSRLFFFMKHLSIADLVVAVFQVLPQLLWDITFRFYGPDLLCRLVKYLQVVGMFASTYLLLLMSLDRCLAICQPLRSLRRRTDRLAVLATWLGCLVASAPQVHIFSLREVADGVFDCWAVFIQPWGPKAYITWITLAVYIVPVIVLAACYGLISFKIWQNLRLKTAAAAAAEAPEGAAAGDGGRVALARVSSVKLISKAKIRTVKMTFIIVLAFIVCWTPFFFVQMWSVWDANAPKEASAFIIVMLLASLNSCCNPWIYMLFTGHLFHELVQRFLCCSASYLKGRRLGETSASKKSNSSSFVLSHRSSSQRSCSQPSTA
MEKK2wt PB1 HTS – modulators of MEK5 binding to wildtype MEKK2, primary screen, biochemical, multiplex bead flow cytometry, Alexa488-MEK5; Mitogen-activated protein kinase kinase kinase 2 (Homo sapiens), Q9Y2U5; Alexa488-MEK5 binding to MEKK2 WT; actives lie on both sides; binding response (% of control), % at 10 µM; 290,000 tested, 1.1% active; in the data active = binding response below about 67% or above about 130%
GPR7 antagonist – GPR7 receptor antagonists, primary screen, cell-based, fluorescence, single concentration; AID 1861, 2009; GPR7-expressing cells, fluorescence antagonist assay; Neuropeptides B/W receptor type 1 (Homo sapiens), P48145; inhibition, % at 4.4 µM; 290,000 tested, 1.1% active; in the data active = inhibition above about 16%, passing the limit was not always enough;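 also: cells stimulated with the agonist NPW; 0% = agonist with vehicle and 100% = vehicle without agonist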
MEKK3 PB1 HTS – modulators of MEKK3-MEK5 PB1 binding, primary screen, biochemical, wildtype MEKK3, multiplex bead flow cytometry, Alexa488-MEK5; Mitogen-activated protein kinase kinase kinase 3 (Homo sapiens), Q99759; bead-based flow cytometry, Alexa488-MEK5 binding to MEKK3; actives lie on both sides; 0 = blocked by unlabeled MEK5, 100 = vehicle; binding response (% of control), % at 10 µM; 290,000 tested, 1.4% active;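 active = binding response more than 3 SD above or below the average of its plate-row segment, actives on both sides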;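 also: Alexa488 bead fluorescence after subtracting the streptavidin-only scavenger bead signal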
Target sequence (Q99759 whole entry, looked up): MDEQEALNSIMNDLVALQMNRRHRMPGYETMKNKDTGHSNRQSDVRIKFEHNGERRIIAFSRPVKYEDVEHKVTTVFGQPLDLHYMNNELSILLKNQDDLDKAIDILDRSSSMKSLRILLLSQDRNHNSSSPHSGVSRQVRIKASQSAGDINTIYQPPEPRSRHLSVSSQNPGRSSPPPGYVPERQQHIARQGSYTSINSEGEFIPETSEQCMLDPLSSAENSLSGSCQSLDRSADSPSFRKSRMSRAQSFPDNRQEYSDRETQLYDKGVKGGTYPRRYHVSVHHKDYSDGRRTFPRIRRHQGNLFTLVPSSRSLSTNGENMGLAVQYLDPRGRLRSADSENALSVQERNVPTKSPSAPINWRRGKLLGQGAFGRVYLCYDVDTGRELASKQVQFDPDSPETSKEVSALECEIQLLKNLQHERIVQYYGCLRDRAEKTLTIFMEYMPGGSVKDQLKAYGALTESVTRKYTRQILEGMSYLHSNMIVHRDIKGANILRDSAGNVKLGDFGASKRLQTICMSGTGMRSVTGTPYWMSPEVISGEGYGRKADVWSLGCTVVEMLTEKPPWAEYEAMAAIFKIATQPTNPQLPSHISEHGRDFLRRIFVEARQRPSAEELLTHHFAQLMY
MEKK2mut PB1 HTS – MEK5 binding signal on mutant MEKK2 PB1, primary screen, biochemical, multiplex bead flow cytometry, Alexa488-MEK5; Alexa488-MEK5 binding to MEKK2 mutant; 290,000 tested, 0.35% active; percent response, % at 10 µM; in the data active = percent response above about 24%, passing the limit was not always enough; also: inactives centre near 1; some results filed as inactive read as strong as hits; reference of the scale not given here
PHOSPHO1 inh – PubChem AID 1565. Phosphoethanolamine/phosphocholine phosphatase (Homo sapiens), Q8TCT1. recombinant PHOSPHO1, absorbance phosphatase assay. inhibition, % at 13.3 µM. 290,000 tested, 1.1% active; in the data active = inhibition above about 60%
GalR3 antag – GalR3 antagonists in HEK293 cells, primary screen, cell-based, fluorescence readout | Galanin receptor type 3 (Homo sapiens), O60755 | HEK293 GalR3-CNG cAMP membrane potential fluorescence; galR3 body fused to GalR1 C-terminus | inhibition, % at 3 µM | 360,000 tested, 0.44% active;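 active = inhibition above the screen-wide average plus 3 SD, cut at about 13% in these data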;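 also: forskolin and galanin both at EC90 stimulate the cells; cAMP rise reported by CNG channel membrane potential dye signal; 0% = forskolin plus galanin with DMSO and 100% = forskolin alone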
V1R ag counter – agonists of human V1a receptor, primary screen, counter-screen for OXTR agonist project, fluorescence, CHO-V1R cells; Vasopressin V1a receptor (Homo sapiens), P37288; Fluo-8 calcium fluorescence, agonist mode; 0% DMSO, 100% 3 nM vasopressin; activation, % at 3 µM; 320,000 tested, 0.25% active; AID 2797, 2010;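 active = activation above the mean activation of all tested compounds plus 3 SD, per screening run, cut at about 20% in these data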;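 also: signal is peak over basal fluorescence ratio across a 100 second FLIPR read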
NALP1 inh – NALP1 inflammasome inhibitors in reconstituted yeast, colorimetric, S. cerevisiae, triplicate retest; S. cerevisiae NALP1/ASC/caspase-1 growth, X-gal OD620, 72 h; inhibition, % at 10 µM; 280,000 tested, 0.61% active; AID 2071, 2009; in the data active = inhibition mostly above about 24%, no sharp cut-off; inactive = mostly below about 32%; also: some compounds called inactive have numbers as strong as hits
The depositor's hits bear a star; nt = not tested or not shown; & = joins results of further samples; [ ] = another dose, or the depositor's remark.

1: Cc1ccc2c(c1)c(C)c(C)n2CC(O)Cn1nc(C)cc1C (configuration not stated)
2: CCOc1ccccc1CN1CCN(C2CCN(c3ccccc3F)CC2)CC1CCO (configuration not stated)
3: CC(C)(C)OC(=O)N1CCOCCOCCN(C(=O)OC(C)(C)C)CCOCC1
4: Oc1ccc(Br)cc1-c1nc2cnccn2c1NC1CCCC1
5: CC(=O)c1c(C)[nH]c(C(=O)CSc2nnc(-c3cccs3)n2Cc2ccccc2)c1C
6: CC1=CC(=O)C(C(C)C)=C/C1=C(\c1cc(C(C)C)c(OP(=O)(O)O)cc1C)c1ccccc1C(=O)O
7: COc1ccnc2c1c(=O)n(Cc1ccccc1Cl)c(=O)n2C
8: O=C(O)c1ccc(Nc2cnc3ccccc3n2)cc1
Assay by compound	1	2	3	4	5	6	7	8
OXTR agonist	1.4	0.7	-0.2	-2.4	-0.6	0.2	-0.6	-0.3
MEKK2wt PB1 HTS	39*[inhibitor]	80	96	99	98	106	90	108
GPR7 antagonist	-3	-9	-14	-7	-1	2	1	-7
MEKK3 PB1 HTS	110	75*[inhibitor]	103	102	95	105	96	109
MEKK2mut PB1 HTS	3	-8	1	0	1	10	-8	1
PHOSPHO1 inh	9	34	-39	-15	42	47	22	36
GalR3 antag	-4	1	-3	-1	-4	-10	0	-4
V1R ag counter	0.6	-0.1	0.3	-0.6	1.0	1.2	0.1	0.5
NALP1 inh	-12	11	27	2	-6	6	30	19

Fetched one by one from above, 3 records:
2: CCOc1ccccc1CN1CCN(C2CCN(c3ccccc3F)CC2)CC1CCO (configuration not stated)
1: Cc1ccc2c(c1)c(C)c(C)n2CC(O)Cn1nc(C)cc1C (configuration not stated)
5: CC(=O)c1c(C)[nH]c(C(=O)CSc2nnc(-c3cccs3)n2Cc2ccccc2)c1C
Assay by compound	2	1	5
OXTR agonist	0.7	1.4	-0.6
MEKK2wt PB1 HTS	80	39*[inhibitor]	98
GPR7 antagonist	-9	-3	-1
MEKK3 PB1 HTS	75*[inhibitor]	110	95
MEKK2mut PB1 HTS	-8	3	1
PHOSPHO1 inh	34	9	42
GalR3 antag	1	-4	-4
V1R ag counter	-0.1	0.6	1.0
NALP1 inh	11	-12	-6

Continued:
9: C#CC(C)(C)NC(=S)NC1CC2C=CC1C2 (configuration not stated)
10: CCOc1ccc(C2CC(=O)NC2=O)cc1 (configuration not stated)
11: O=C(CN1CCN(Cc2ccc3c(c2)OCO3)CC1)Nc1ccc(F)cc1
12: C/C(=N\NC(=O)c1cccc2ccccc12)c1cccnc1
13: COc1ccc(/C=C2\SC(=S)N(CCCC(=O)Nc3ccc(C(=O)O)cc3)C2=O)cc1OC
14: Cc1ccnc(NS(=O)(=O)c2ccc(NS(=O)(=O)c3ccc(Br)cc3)cc2)n1
15: O=C(c1ccccc1)c1ccc(CN2C(=O)c3ccccc3C2=O)o1
16: CCSc1ncc(Cl)c(C(=O)N(Cc2ccc(N(C)C)cc2)C2CCS(=O)(=O)C2)n1 (configuration not stated)
Assay by compound	9	10	11	12	13	14	15	16
OXTR agonist	0.2	-0.8	0.7	nt	-0.1	0.5	3.3	nt
MEKK2wt PB1 HTS	95	102	92	97	96	104	102	96
GPR7 antagonist	-5	-1	-11	13	-9	-14	6	-15
MEKK3 PB1 HTS	92	106	95	96	101	104	102	95
MEKK2mut PB1 HTS	-4	8	-2	-3	-4	4	0	-3
PHOSPHO1 inh	13	24	2	nt	43	22	-27	-8
GalR3 antag	2	-6	-10	0	2	-6	-3	-1
V1R ag counter	1.5	0.5	1.1	nt	2.0	0.5	1.4	nt
NALP1 inh	nt	0	31	-15	18	13	3	-10

17: COC(=O)c1ccc(C(=O)OC)c(NC(=S)N2CCCC2)c1
18: COc1ccc(CNC(=O)c2ccc(Br)cc2)cc1
19: Cc1nn(CC(=O)NCc2ccc(C(=O)O)cc2)c(C)c1[N+](=O)[O-]
20: O=C(O)CSc1nnc(CNc2cccc(C(F)(F)F)c2)n1Cc1ccco1
21: O=[N+]([O-])C1=CC=C2C(=NC3(CCCCC3)N2O)C1=NCCc1ccccc1
22: CC(C)C[C@@H](CSc1ccc(Br)cc1)N1CCN(CC(C)C)CCC1=O
23: Cc1ccc(S(=O)(=O)Cc2c(C)noc2C)cc1
24: c1ccc(Nc2nc(Nc3ccccc3)nc(N3CCNCC3)n2)cc1
Assay by compound	17	18	19	20	21	22	23	24
OXTR agonist	-0.9	-1.5	0.7	0.2	nt	-2.2	0.2	1.9
MEKK2wt PB1 HTS	104	87	93	98	83	100	98	154*
GPR7 antagonist	1	-3	-12	3	0	nt	-8	-9
MEKK3 PB1 HTS	106	94	98	99	99	104	101	111
MEKK2mut PB1 HTS	8	-6	-5	1	-12	5	-3	12
PHOSPHO1 inh	-2	36	-40	26	-10	31	-2	34
GalR3 antag	4	-4	-3	-6	6	-7	-7	-4
V1R ag counter	-0.1	-0.6	0.1	0.0	nt	-1.0	-0.3	0.2
NALP1 inh	-1	2	-16	15	14	-7	nt	4

25: CCC1C(=O)N=C(SCC(=O)Nc2ccc(C(=O)OC)cc2)NC1=O (configuration not stated)
26: Cc1cc(C(F)(F)F)nc(SCC(=O)NC2=NC(=O)C(C)S2)n1 (configuration not stated)
27: CCN(CC)CCn1c2ccc(Cl)cc2c2nc(C)sc21
28: CCOc1cc(C(=O)NC)cc(OCC)c1OCC
29: COc1ccc(-c2cc(-c3ccccc3)c(C#N)c(SCC(=O)Nc3ncc(C)s3)n2)cc1
30: CCCCCCC(=O)Nc1ccc(C(=O)N2CCCC2)cc1
31: COc1ccc(-n2c(-c3ccc(Cl)cc3)c[nH]c2=S)cc1
32: Cc1cc(/C=N/n2cnnc2)c(C)n1-c1ccc(OCc2ccc(F)cc2)cc1
Assay by compound	25	26	27	28	29	30	31	32
OXTR agonist	0.9	0.8	-1.4	0.6	0.8	-0.4	-0.6	7.1
MEKK2wt PB1 HTS	100	107	104	102	107	91	101	92
GPR7 antagonist	-9	-15	3	-18	-3	-6	17	-9
MEKK3 PB1 HTS	104	105	103	105	103	86	98	90
MEKK2mut PB1 HTS	-3	6	3	3	28	-3	1	-5
PHOSPHO1 inh	26	52	37	4	0	6	-23	23
GalR3 antag	-5	-6	-6	6	-2	-6	-9	-3
V1R ag counter	0.0	0.7	0.2	-0.1	1.8	-0.3	0.2	6.0
NALP1 inh	11	-1	8	-4	9	12	-19	4

33: COc1ccc2nc(C)cc(SCC(=O)O)c2c1
34: CCn1c(COc2ccc(Cl)cc2)nnc1SCC(=O)Nc1ccc2c(c1)OCO2
35: O=C(Nc1ccc(CN2CCOCC2)cc1)c1ccc(-c2ccc(Br)cc2)o1
36: O=C(Nc1cccc([N+](=O)[O-])c1)c1ccncc1
37: Nc1nc(SCC(=O)N2CCCc3ccccc32)[nH]c(=O)c1-c1ccccc1
38: CCOc1cccc(NCc2cc3c(C(C)(C)C)nn(-c4ccccc4)c3[nH]c2=O)c1
39: CCN1C(=O)N(CC)C2NC(=S)NC21 (configuration not stated)
40: N#CC1=C(S)N=C(N)C(c2nc(-c3ccccc3)cs2)C12CCCC2 (configuration not stated)
Assay by compound	33	34	35	36	37	38	39	40
OXTR agonist	2.1&0.8	4.0	6.8	1.7	0.4	-2.5	1.0	-0.3
MEKK2wt PB1 HTS	87&103	101	119	101	96	95	106	97
GPR7 antagonist	7&4	10	-5	-11	-9	-10	-12	5
MEKK3 PB1 HTS	87&103	101	105	141*	93	97	103	102
MEKK2mut PB1 HTS	-5&3	3	11	-1	1	-1	4	0
PHOSPHO1 inh	-3&2	60*	-17	-4	46	-11	24	43
GalR3 antag	0&-4	0	-1	-3	-3	-10	-3	0
V1R ag counter	0.7&0.4	5.0	3.6	2.0	-0.6	-0.6	0.3	-0.3
NALP1 inh	13&5	-2	11	28	0	9	-8	4

Some entries already given, showing only GalR3 antag:
item	SMILES	GalR3 antag
6	CC1=CC(=O)C(C(C)C)=C/C1=C(\c1cc(C(C)C)c(OP(=O)(O)O)cc1C)c1ccccc1C(=O)O	-10
7	COc1ccnc2c1c(=O)n(Cc1ccccc1Cl)c(=O)n2C	0

Other structures follow:
41: CN(C)CCCN(C(=O)c1ccc(S(=O)(=O)N2CCCC2)cc1)c1nc2ccc(Br)cc2s1
42: COc1ccc(C(=O)NCCc2nnc(SCc3nc4ccccc4c(=O)[nH]3)n2C)cc1
43: CC(C)(C)NC(=O)Nc1cccc(Cl)c1Cl
44: Fc1ccccc1C1CCN(Cc2nc(CC3CC3)no2)C1 (configuration not stated)
45: COc1ccc(CCNc2oc(COc3ccccc3Cl)nc2C#N)cc1OC
46: N#Cc1ccc(NC(=O)c2cc(=O)c3ccccc3o2)cc1
47: Cc1nsc2c1ccc1ccccc12
48: COc1cccc(C(=O)Nc2ccc3[nH]ncc3c2)c1
Assay by compound	41	42	43	44	45	46	47	48
OXTR agonist	5.2	0.1	-1.9	-1.1	2.7	-0.1	-1.9	-1.7
MEKK2wt PB1 HTS	181*	96	100	96	106	99	89	96
GPR7 antagonist	19	-15	4	10	-3	-2	-1	-17
MEKK3 PB1 HTS	104	88	99	98	105	102	102	96
MEKK2mut PB1 HTS	30*	-14	2	-5	4	-3	-16	4
PHOSPHO1 inh	-16	-18	1	41	-29	8	41	nt
GalR3 antag	-5	-5	-10	-2	1	-3	-5	-9
V1R ag counter	3.9	0.3	-1.6	-0.7	2.7	-0.2	-0.1	0.2
NALP1 inh	16	17	2	12	-11	4	-18	-21

A section of the results above:
46: N#Cc1ccc(NC(=O)c2cc(=O)c3ccccc3o2)cc1
47: Cc1nsc2c1ccc1ccccc12
48: COc1cccc(C(=O)Nc2ccc3[nH]ncc3c2)c1
Assay by compound	46	47	48
OXTR agonist	-0.1	-1.9	-1.7
MEKK2wt PB1 HTS	99	89	96
GPR7 antagonist	-2	-1	-17
MEKK3 PB1 HTS	102	102	96
MEKK2mut PB1 HTS	-3	-16	4
PHOSPHO1 inh	8	41	nt
GalR3 antag	-3	-5	-9
V1R ag counter	-0.2	-0.1	0.2
NALP1 inh	4	-18	-21

Next results:
49: COc1ccccc1NC(=O)c1c([N+](=O)[O-])cnn1C
50: CCCCN1C[C@H](C)[C@@H](CC(=O)NCc2ccccc2)C1=O
51: CCCOc1cccc(-c2cc(C(=O)NNC(=S)NCC)c3ccccc3n2)c1
52: Cc1ccc(CN(C(=O)c2ccco2)C(C(=O)NC2CCCC2)c2ccc(N3CCOCC3)cc2)cc1 (configuration not stated)
53: COC(=O)c1ccc(NCN2C(=O)C3C4CCC(C4)C3C2=O)cc1 (configuration not stated)
54: CCN1C(=O)c2ccccc2S(=O)c2ccc(C(=O)N3CCOCC3)cc21 (configuration not stated)
Assay by compound	49	50	51	52	53	54
OXTR agonist	-0.6	0.3	5.1	-1.9	0.6	1.5
MEKK2wt PB1 HTS	112	97	nt	109	94	109
GPR7 antagonist	-20	1	-9	-10	3	-7
MEKK3 PB1 HTS	113	96	nt	105	100	116
MEKK2mut PB1 HTS	12	-8	nt	8	-5	0
PHOSPHO1 inh	31	-24	26	-23	34	47
GalR3 antag	-1	-4	-6	-5	-3	-3
V1R ag counter	-0.6	-0.9	2.8	-0.9	1.6	1.0
NALP1 inh	-4	-2	0	-22	-11	nt

Screening results from PubChem.
